# GPR151 ag: human GPR151 activation; activation, % at 11.2 µM; 650,000 compounds, 1% hits; PathHunter beta-arrestin GPR151 cells, luminescence; Q8TDV0; in the data active = activation above about 4.9%;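 also: 0% = median of compound wells and 100% = cells with positive control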
# Target sequence (Q8TDV0 whole entry, looked up): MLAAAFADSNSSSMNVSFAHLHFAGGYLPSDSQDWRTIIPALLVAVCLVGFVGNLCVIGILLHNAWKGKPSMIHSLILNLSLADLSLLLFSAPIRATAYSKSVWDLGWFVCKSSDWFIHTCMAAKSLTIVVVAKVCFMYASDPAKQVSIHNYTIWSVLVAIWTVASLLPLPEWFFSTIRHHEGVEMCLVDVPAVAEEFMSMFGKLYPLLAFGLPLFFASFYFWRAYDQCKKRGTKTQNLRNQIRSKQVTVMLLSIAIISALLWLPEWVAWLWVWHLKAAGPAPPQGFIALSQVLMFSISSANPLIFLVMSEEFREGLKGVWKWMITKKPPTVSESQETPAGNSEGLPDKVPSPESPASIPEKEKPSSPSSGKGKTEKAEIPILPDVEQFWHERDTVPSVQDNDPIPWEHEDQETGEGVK
# MITF primary: inhibitors of human MITF | AlphaScreen MITF homodimerization, bead proximity signal | inhibition, % at 2.6 µM | O75030 | 650,000 compounds, 0.91% hits; in the data active = inhibition above about 50%;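 also: 0% = vehicle wells with protein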
# Target sequence (O75030 whole entry, looked up): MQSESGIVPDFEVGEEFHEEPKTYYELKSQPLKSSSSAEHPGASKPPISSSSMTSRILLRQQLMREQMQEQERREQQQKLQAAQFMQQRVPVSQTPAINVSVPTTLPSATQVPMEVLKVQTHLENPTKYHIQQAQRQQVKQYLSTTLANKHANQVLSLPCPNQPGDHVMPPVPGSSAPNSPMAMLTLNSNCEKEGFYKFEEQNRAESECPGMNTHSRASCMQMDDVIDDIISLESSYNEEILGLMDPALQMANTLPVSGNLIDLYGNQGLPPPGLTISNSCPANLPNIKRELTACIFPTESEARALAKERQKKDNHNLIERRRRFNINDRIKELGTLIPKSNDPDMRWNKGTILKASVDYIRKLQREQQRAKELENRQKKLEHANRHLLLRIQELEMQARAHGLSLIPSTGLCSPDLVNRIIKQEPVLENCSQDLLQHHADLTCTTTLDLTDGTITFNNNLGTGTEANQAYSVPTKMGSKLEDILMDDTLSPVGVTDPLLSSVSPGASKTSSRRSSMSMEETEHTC
# FBW7 act: human FBW7 E3 ligase activation, primary screen; Q969H0; AID 1259310; 650,000 compounds, 0.13% hits; normalized activity (activation), % at 26.1 µM; AlphaScreen FBW7–phospho-cyclin E peptide binding, activator screen; in the data active = normalized activity above about 1.9%;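 also: purified mutant Fbw7 with reduced substrate affinity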
# TEAD-YAP inh: TEAD-YAP interaction inhibition; HEK-TIYL cells, TEAD-Gal4/YAP UAS-luciferase luminescence; inhibition, % at 9.12 µM; 640,000 compounds, 1.4% hits; in the data active = inhibition above about 32%;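 also: 0% = median of test compound wells and 100% = reference inhibitor wells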
# * = called active by the depositor.
# The line under a structure holds: GPR151 ag	MITF primary	FBW7 act	TEAD-YAP inh
CC(=O)NC(CC(=O)NNC(=O)Cc1nc2ccccc2n1C)c1ccccc1 (centres undefined)
    -0.3	17.2	-0.6	2.6
O=C(Cc1ccccc1)NCc1nnc2n1CCN(Cc1cccc3cccnc13)CC2
    -0.5	8.2	0.3	-0.3
Cc1ccc2oc(-c3ccc(NC(=O)C4CCCN4C(=O)OCc4ccccc4)cc3O)nc2c1 (centres undefined)
    -0.9	-0.3	0.0	-12.3
CC(=O)Oc1ccc(C(=O)N(C)c2ccccc2)cc1
    2.1	19.1	0.3	-0.6
Fc1ccc(CNCc2ccccc2F)cc1
    0.4	29.3	0.0	-1.2
CCOC(=O)c1ccccc1NC(=O)CN(c1cccc(C)c1C)S(C)(=O)=O
    0.3	9.0	-0.1	8.4
COc1cc(NC(=O)c2cccc(-n3cc(NC(=O)Nc4cccc(C(F)(F)F)c4)cn3)c2)cc(OC)c1OC
    0.7	4.8	-0.2	7.9
CCN=C1S/C(=C\c2ccc(N3Cc4ccccc4C3)cc2)C(=O)N1CC
    1.3	7.4	-0.2	-1.1
CCCSc1ncc(Cl)c(C(=O)Nc2ccc([N+](=O)[O-])cc2)n1
    -0.1	-4.9	-0.1	-21.7
NC(=O)c1ccc(Oc2cccc(Oc3ccccc3)c2)c([N+](=O)[O-])c1
    0.2	12.3	0.2	6.4
COc1ccc(C[C@@H]2NC(=O)[C@H]3CN(S(=O)(=O)c4ccc(C)cc4)CCN3C2=O)cc1
    0.2	13.6	0.1	-12.0
COc1cccc(NC(=O)C2(S(=O)(=O)c3ccc(Cl)cc3)CC2)c1
    0.8	-14.8	0.5	0.5
COc1ccccc1CN1CCN(C(=O)c2cccc(F)c2)CC1
    -0.1	48.5	0.1	4.2
CC(NC(=O)C1(C)CC1(Br)Br)c1ccccc1 (centres undefined)
    -1.1	-5.0	0.1	-4.2
O=C1CCCN(c2ccc(F)c(C(F)(F)F)c2)N1
    0.9	13.0	0.2	5.1
Nc1nonc1-c1nc2ccccc2n1Cc1ccccn1
    0.0	1.9	0.1	-7.4
O=C(NN1C(=O)C2C3C=CC(C4CC34)C2C1=O)c1ccc(Cl)cc1 (centres undefined)
    -0.7	6.1	0.1	-5.6
OCCn1c(SCCOc2ccccc2)nc2ccccc21
    0.3	-9.8	0.0	-3.0
COc1ccc(CCC(=O)NCc2ccc(F)cc2)cc1
    -0.6	-12.5	0.0	0.5
CCOC(=O)c1c(C)[nH]c(C)c1C(=O)COC(=O)/C=C/c1ccc(OC(F)F)cc1
    1.3	8.9	-0.2	3.6
CCOC(=O)c1cnc2ccc(OC)cc2c1Nc1ccc(C(=O)O)cc1
    0.3	-2.1	-0.1	-2.2
c1ccc(Cn2ncc3c(NCc4ccco4)ncnc32)cc1
    3.2	3.5	0.0	10.3
O=C(CN(Cc1ccccc1F)S(=O)(=O)c1ccc(Cl)cc1)NCCCO
    6.0*	5.0	-0.1	11.2
O=C(O)CCCCCNC(=O)c1ccncc1
    0.4	-2.5	0.3	-0.3
O=C(C1CCCN(Cc2ccncc2)C1)N1CCc2ccccc2C1 (centres undefined)
    0.2	89.9*	0.0	6.0
COC(=O)c1cc2c(cc1NC(=O)C1=C(C)C(=O)OC13CCCCC3)OCO2
    1.9	-13.7	-0.1	-7.7
CCOC(=O)c1cnc(SCC(=O)Nc2cc(C)c(C)cc2Br)nc1N
    2.8	2.6	-0.2	2.2
COc1ccc(CN2CCc3c(nc(N4CCCCC4)[nH]c3=O)C2)cc1OC
    1.0	-1.6	0.1	-8.1
Cc1nn2c(SCC(=O)N(c3ccccc3)C(C)C)nnc2[nH]c1=O
    0.4	-8.9	0.0	-9.7
N#CC1=C(N)NC(S)=C(C#N)C1c1ccccc1Cl (centres undefined)
    -0.4	9.1	0.2	-6.4
CCCCCCNc1nc(Cl)nc(Nc2ccc(I)cc2)n1
    2.6	-9.7	-0.1	-3.2
O=C1N(c2ccc3c(c2)OCCO3)C(c2ccco2)C1(F)F (centres undefined)
    -0.6	4.9	0.1	2.4
O=C1NC(=O)C2C1C(c1ccccc1Cl)NN2Cc1ccccc1 (centres undefined)
    -1.1	3.2	0.5	-21.9
C=C(Br)CN1C(=O)c2ccccc2C1=O
    1.4	-0.8	0.1	8.7
OCCC1CN(Cc2cnn(-c3ccccc3)c2)CCN1C1CCCC1 (centres undefined)
    -2.1	-1.1	-0.1	-7.2
CCC(C)(C)NC(=O)CN(C(=O)c1snc(C(N)=O)c1N)c1cc(C)ccc1OC
    -0.8	-3.1	0.1	2.4
CN(C)c1ccc(/C=C/CN2CCc3nnc(C4CCCO4)n3CC2)cc1 (centres undefined)
    0.5	4.5	0.3	-13.5
O=C(Nc1ccc(O)cc1)c1ccc2c(c1)C(=O)N(N1C(=O)c3ccccc3C1=O)C2=O
    -1.2	-10.6	0.1	1.0
CC1(C)CC(=O)C(c2nc3ccccc3s2)=C(NCc2ccccc2)C1
    -0.5	9.7	0.1	0.8
CNC(=O)C1Cc2ccccc2N1C(=O)Nc1ccc(OC)cc1 (centres undefined)
    -1.9	-3.0	0.2	-7.3
CC1CCCC(C)N1C(=O)c1nn2c(C(F)(F)F)cc(-c3cccs3)nc2c1Br (centres undefined)
    0.3	3.9	-0.2	6.9
Cc1nc(C(=O)N2CCC(C3(CCCc4ccccc4)NC(=O)NC3=O)CC2)cs1 (centres undefined)
    -0.3	-7.1	0.0	-2.1
COc1ccc(C2CC(C(F)(F)F)n3nc(C(=O)Nc4sc5c(c4C(N)=O)CCC(C(C)(C)C)C5)c(Br)c3N2)cc1 (centres undefined)
    2.2	-0.2	-0.1	5.1
Cc1cccc(C(=O)NCc2nnc(SCC(=O)N3N=C(c4cccs4)CC3c3ccc(F)cc3)n2Cc2ccccc2)c1 (centres undefined)
    -0.3	-4.8	0.0	-10.8
COc1ccc(SCCCC(=O)Nc2ccc(F)cc2)cc1
    2.9	7.5	0.1	2.9
CCn1c(SCc2nc(-c3cccs3)no2)nnc1-c1ccco1
    6.9*	-139.1	0.0	-2.7
O=S(=O)(NCCN1CCN(c2ccccc2F)CC1)c1ccccc1Cl
    1.8	71.8*	-0.1	-4.5
NC(=O)NC(Cc1ccccc1)C(=O)NCCCSc1ccccc1 (centres undefined)
    -0.4	6.2	0.1	7.1
COCCNC(=O)c1ccc(-c2cc3ccccc3o2)nc1NCc1cccnc1
    -0.5	-3.8	-0.3	0.0
CCOC(=O)C1=C(CN2CCCc3ccccc32)NC(=O)NC1c1ccccc1 (centres undefined)
    -1.7	-1.1	-0.2	17.0
CC[C@H](C)[C@H](NC(N)=O)C(=O)Nc1cccc(C#N)c1
    -1.2	21.0	0.9	4.1
CC1=C(C#N)C(c2ccccc2[N+](=O)[O-])C2=C(CCCC2=O)N1 (centres undefined)
    2.3	16.6	-0.1	16.6
CCS(=O)(=O)c1ccc2oc(=O)c(/C=C(O)/C=C/c3ccccc3)nc2c1
    0.6	5.7	-0.1	0.8
CC(C)c1ccc(C2CC(c3ccc(F)cc3)=NN2c2nc(-c3ccc(Cl)cc3)cs2)cc1 (centres undefined)
    3.6	0.0	-0.1	-8.1
O=C(Cc1cccs1)NC1C2CC3CC(C2)CC1C3 (centres undefined)
    -0.3	-36.9	0.0	-7.6
COc1ccc(OCC(O)CNCCC(C)C)c(C(C)(C)C)c1 (centres undefined)
    -0.3	30.7	-0.1	0.3
CC(O)CCC(=O)NNC(=S)Nc1ccccc1 (centres undefined)
    0.3	-6.6	-0.1	-15.3
COc1cc(/C=C/c2ccccc2)oc(=O)c1
    -2.3	18.9	0.6	-52.7
CCc1cccc(C)c1NC(=O)C1CC=CCC1C(=O)O (centres undefined)
    -0.9	-1.4	0.1	3.3
CCNc1ncc(C(=O)Nc2cc(OC)c(OC)c(OC)c2)s1
    -0.4	17.3	0.2	0.3

# (continued)
# The line under a structure holds: GPR151 ag	MITF primary	FBW7 act	TEAD-YAP inh
CC1(C)Cc2c(sc3ncnc(NNC(=O)c4ccco4)c23)CO1
    -0.1	1.5	0.0	7.1
CCCC(=O)NCC(c1ccco1)N1CCN(c2ccccc2)CC1 (centres undefined)
    0.1	-3.1	-0.1	-2.5
NC(=O)C1CCN(S(=O)(=O)c2cc(C(=O)Nc3cccc(Cl)c3)ccc2F)CC1
    -0.6	3.0	0.0	-2.3
Cc1cc(C)c(NC(=O)CSc2cccc3ccc(C)nc23)c(C)c1
    -1.0	4.8	0.0	3.2
O=C(CCCn1sc2ccccc2c1=O)NCCCN1CCc2ccccc2C1
    0.7	-0.9	-0.3	-8.1
CCOCCn1cnc2sc(C(=O)NCCCOC)c(C)c2c1=O
    0.7	1.8	-0.1	-8.7
O=C(c1ccc(S(=O)(=O)N2CCc3ccccc3C2)cc1)N1CCOCC1
    -1.2	1.4	0.2	-3.4
Cc1nn(CCCC(=O)NC2CCCCC2)c(C)c1[N+](=O)[O-]
    1.8	-21.9	0.1	-11.5
O=C(Nn1cnc2ccccc2c1=O)c1cccc([N+](=O)[O-])c1
    -0.4	22.8	0.3	1.4
COc1ccc(-c2noc(CC(=O)N3CCC(C)CC3)n2)cc1
    1.1	0.0	-0.1	-1.1
CCN(C(=O)c1cn(CC)c(=O)c2cc(OC)c(OC)cc12)c1cc(C)ccc1C
    1.9	-3.9	0.1	-17.5
OC(COc1ccccc1)CN1CCC(c2nnc(-c3ccccc3)o2)CC1 (centres undefined)
    0.5	1.3	-0.1	-4.2
O=C(COc1ccc(Br)cc1)Nc1nc(-c2ccc(Oc3ccccc3)cc2)cs1
    0.4	12.5	0.3	-3.0
Cc1ccc2c(c1)cc(CN(Cc1ccccc1)C(=O)N(C)C)c1nnnn12
    0.1	10.9	-0.1	1.1
O=C(c1ccccc1)c1cc2ccccc2oc1=O
    0.1	-7.1	-0.2	-17.7
COc1ccc(/C=C(\C#N)C(=O)Nc2ccccc2)c2ccccc12
    0.7	1.0	-0.2	0.2
Clc1ccc2nc(CSc3nc4ccccc4o3)c(Br)n2c1
    1.0	-3.7	0.0	-26.2
CCc1ccc2[nH]c(=O)c(CN(CCCO)C(=O)NCc3ccccc3)cc2c1
    0.0	15.1	0.1	0.3
C=CCn1c(=O)c(C(=O)NC23CC4CC(CC(C4)C2)C3)c(O)c2ccccc21
    -0.6	6.5	0.0	6.0
CC1CCCC(NC(=O)c2ccccc2)C1C (centres undefined)
    0.5	-3.2	0.0	-14.2
c1ccc(CNc2nc(N3CCN(Cc4ccc5c(c4)OCO5)CC3)nc3nc[nH]c23)cc1
    -1.6	20.7	0.3	-5.7
CCN1CCN(CC(=O)N/N=C/c2cc(Br)cs2)CC1
    0.3	67.8*	0.6	19.9
Cc1ccc(C(=O)Nc2c3c(nn2-c2cccc(C)c2C)CSC3)cc1
    -0.4	-2.3	0.0	5.7
COc1ccc(/C=N/Nc2ccc(Cl)c(C(=O)O)c2)c(OC)c1
    -0.8	1.2	-0.2	-52.6
CC(C)[C@@H]1NC(=O)[C@H]2CN(C(=O)Oc3cccc4ccccc34)CCN2C1=O
    0.7	-5.8	0.2	-3.4
O=C(NCc1nc2ccccc2[nH]1)c1ccc(-c2ccccc2)s1
    3.0	-0.7	-0.1	-3.4
CC(NS(=O)(=O)c1ccc(OCC(=O)N2CCCC2)cc1)c1ccccc1 (centres undefined)
    0.0	1.0	-0.1	0.3
O=C1N(Cc2ccc(F)cc2F)CCN1c1ccc(C(F)(F)F)cn1
    2.6	6.3	1.1	-3.1
O=c1[nH]ncc(N/N=C\c2cccc(O)c2)c1Cl
    -5.6	7.8	-0.2	21.1
CS(=O)(=O)N(CC(=O)NCCSC1CCCCC1)c1cccc([N+](=O)[O-])c1
    1.1	-12.1	-0.3	-7.3
CC(=O)Nc1cc(C(=O)NCCCN2CCOCC2)ccc1Sc1ccc(F)cc1
    0.6	-1.8	-0.3	-6.5
Cc1cn[nH]c1C1CCCN(S(=O)(=O)c2ccc(F)c(F)c2)C1 (centres undefined)
    -0.9	-7.1	-0.1	1.4
CC(=O)Nc1ccc(NC(=O)CN2CCC(O)(c3ccccn3)CC2)cc1
    0.7	9.8	0.1	1.9
c1ccc(Oc2ccc(-c3cnn4c(NC5CCCNC5)ccnc34)cc2)cc1 (centres undefined)
    -0.2	-36.9	-0.1	4.8
O=C(Cn1cnc2sc3c(c2c1=O)CCCC3)NCCCC(=O)Nc1ccc(C(F)(F)F)cc1
    -0.5	0.4	0.3	10.1
N#Cc1ccc(NC(=O)COC(=O)COc2ccc3ccccc3c2)cc1
    -0.5	-9.1	0.0	6.2
CCCCC1CN(CC(=O)NCCc2nc(-c3cccnc3)n[nH]2)Cc2ccccc2O1 (centres undefined)
    0.2	1.3	0.1	9.4
COc1cc(OC)c(OC)cc1CN1CCN(S(C)(=O)=O)CC1
    0.5	49.1	0.2	-4.3
O=C(COC(=O)c1ccc(Cl)cc1)c1ccccc1
    -0.1	16.4	0.4	-7.6
O=C(O)CN(CC(=O)O)Cc1ccc(O)cc1O
    -0.9	25.6	-0.1	1.6
